Screens as filed in PubChem BioAssay.
USP1-UAF1 inh: USP1/UAF1 (human) deubiquitinase inhibition; O94782; recombinant USP1/UAF1, Ub-Rhodamine cleavage fluorescence; Potency, µM (titrated, usually from 57.1 µM), for inactives: at the top dose activity change, negative = inhibition, most hits filed as inhibitors; 0.23% of 390,000 active; AID 743255; also: potency is read from the fitted curve at half-maximal effect; % is scaled to controls: 0 for no effect and ±100 for the full control effect; nearly all actives have a fitted effect of over 60% in size; inactives centre near -12
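Step one: compound is pinned into 1nM USP1/UAF1 in HEPES pH 7.8 buffer with TCEP. Step two: 15 min room-temperature incubation. Step three: Ub-Rho (150nM final) starts cleavage, tracked by fluorescence over six one-minute reads.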
PI4K2A inh: PI4K2A (human) kinase inhibition; Q9BTU6; 0.13% of 420,000 active; activity change, negative = inhibition, % at 76.9 µM; purified PI4K2A, ADP-Glo luminescence, 1 h; stronger effect = lower value; in the data active = activity change below about -50%; inconclusive = mostly about -30% to -49%;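 also: -100% = wells without enzyme as full effect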
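PI4K2A activity was measured by ADP-Glo luminescence: enzyme (4 ug/mL stock) and phosphatidylinositol (1.2 mM stock) in Tris pH 7.5/MgCl2/EGTA/Triton X-100 buffer were reacted with ATP (300 microM stock) for one hour at ambient temperature.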
HP1b chromo inh: HP1-beta chromodomain-methylated histone interaction inhibition. 0.56% of 390,000 active. AID 540317. P83916. AlphaScreen HP1-beta / biotin-H3K9me3 peptide binding. Potency, µM (titrated, usually from 114 µM), without a hit: at the highest dose activity change, negative = inhibition, usual class: inhibitors; also: potency is read from the fitted curve at half-maximal effect; nearly all actives have a fitted effect of over 70% in size; inactives centre near 23
Target sequence (P83916 whole entry, looked up): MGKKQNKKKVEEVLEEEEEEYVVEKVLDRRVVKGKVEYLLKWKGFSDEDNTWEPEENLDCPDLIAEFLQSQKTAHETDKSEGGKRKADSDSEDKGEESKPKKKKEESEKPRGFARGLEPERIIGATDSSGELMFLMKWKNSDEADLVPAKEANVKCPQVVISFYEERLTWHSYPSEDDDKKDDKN
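HP1-beta protein (50 nM final) preincubated 30 min at room temperature with biotinylated H3(1-18)K9me3 peptide (50 nM) in PBS pH 7.4, 0.01% Tween-20, then compound added for 30 min. AlphaScreen streptavidin donor/nickel chelate acceptor beads (10 ug/mL final), 30 min dark, luminescence read.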
Pin1 inhibitor: inhibitors of human Pin1 | Q13526 | Pin1 FP peptide displacement, HiFluor488, 10 min | Potency, µM (highest dose often 115 µM), inactives show at the top dose activity, negative = inhibition, actives largely listed as inhibitors | 0.009% of 390,000 active | AID 504891; active = well fitted inhibition curve with a large enough effect in the polarisation, with a control signal flat, not every such curve was filed as active; inconclusive = small, poorly fitted or top-dose-only effect, or effect the other way, or a change in a side signal; inactive = no such curve, though single readings can be large or run the other way; the % refers to the polarisation; also: potency is read from the fitted curve at half-maximal effect; % is scaled to controls: 0 for no effect and ±100 for the full control effect
Target sequence (Q13526 whole entry, looked up): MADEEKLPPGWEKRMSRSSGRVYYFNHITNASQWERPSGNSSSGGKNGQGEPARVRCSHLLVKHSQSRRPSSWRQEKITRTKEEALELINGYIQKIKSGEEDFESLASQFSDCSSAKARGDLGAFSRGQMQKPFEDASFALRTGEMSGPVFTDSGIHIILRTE
PGK inhibitor: T. brucei PGK inhibition. P07378. PGK/GAPDH coupled, Kinase-Glo luminescence, 60 min. Potency, µM (highest dose often 57.5 µM), for the others: at the highest dose activity change, negative = inhibition, usual class: inhibitors. 0.043% of 380,000 active. AID 602233; also: potency is read from the fitted curve at half-maximal effect; % is scaled to controls: 0 for no effect and ±100 for the full control effect; nearly all actives have a fitted effect of over 60% in size
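Luminescent ATP detection (Kinase-Glo Plus) follows a 60-minute room-temperature incubation, with wells lacking PGK as controls. Buffer: 100 mM TEA (pH 7.6), 5 mM MgCl2, 0.01% Tween-20. Coupling enzyme GAPDH (100 nM final) supplies unstable 1,3-BPG in-well.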
GLS inhibitor: blocks human kidney-isoform glutaminase activity. O94925. GLS enzymatic activity, qHTS titration. Potency, µM (top dose mostly 45.5 µM), inactives show at the highest dose activity change, negative = inhibition, actives largely listed as inhibitors. 0.21% of 410,000 active. AID 624170; also: potency is read from the fitted curve at half-maximal effect; % is scaled to controls: 0 for no effect and ±100 for the full control effect
Target sequence (O94925 whole entry, looked up, canonical isoform): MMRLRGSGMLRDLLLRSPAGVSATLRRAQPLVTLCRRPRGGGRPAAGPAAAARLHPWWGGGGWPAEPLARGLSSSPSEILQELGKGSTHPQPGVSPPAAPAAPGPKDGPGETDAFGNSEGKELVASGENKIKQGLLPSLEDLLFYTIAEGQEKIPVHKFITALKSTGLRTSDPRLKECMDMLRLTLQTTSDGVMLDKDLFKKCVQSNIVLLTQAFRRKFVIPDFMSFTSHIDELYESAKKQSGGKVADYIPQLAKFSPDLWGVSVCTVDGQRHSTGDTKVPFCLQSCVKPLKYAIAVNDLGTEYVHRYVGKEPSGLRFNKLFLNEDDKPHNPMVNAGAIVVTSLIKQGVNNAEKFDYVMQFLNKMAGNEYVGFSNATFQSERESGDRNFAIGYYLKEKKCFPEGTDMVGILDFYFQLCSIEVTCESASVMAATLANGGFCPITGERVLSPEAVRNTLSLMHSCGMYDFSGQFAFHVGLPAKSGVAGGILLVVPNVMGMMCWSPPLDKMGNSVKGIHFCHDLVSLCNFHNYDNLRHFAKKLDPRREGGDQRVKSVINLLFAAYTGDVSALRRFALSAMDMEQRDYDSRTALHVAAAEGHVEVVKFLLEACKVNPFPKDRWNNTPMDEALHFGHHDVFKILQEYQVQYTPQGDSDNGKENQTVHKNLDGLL
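Two-point fluorescence kinetic (t0, 30 min RT) for hKGA; glutamate detected via glutamate oxidase–HRP–Amplex Red. Substrate: 1 mM L-glutamine solution; buffer 45 mM KH2PO4, pH 8.2.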
TrxR1 substrate: substrates of rat thioredoxin reductase 1. O89049. purified TrxR1 substrate turnover, NADPH consumption readout. Potency, µM (top dose mostly 114 µM), for the others: at the top dose activity change, negative = substrate turnover. 0.01% of 390,000 active. AID 588456; also: potency is read from the fitted curve at half-maximal effect; % is scaled to controls: 0 for no effect and ±100 for the full control effect; nearly all actives have a fitted effect of over 50% in size
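Rat TrxR1, dispensed at 90 nM, was prereduced with 400 uM NADPH (final) for 5 min at ~22 deg C, then incubated with compound 15 min before 400 uM selenite. A first-read NADPH fluorescence drop versus no-compound background flagged substrates.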
rTrxR1 inhibitor: rat TrxR1 inhibition | O89049 | recombinant rTrxR1, NADPH fluorescence consumption, selenite substrate | Potency, µM (top dose mostly 114 µM), for the others: top-dose activity change, negative = inhibition, usual class: inhibitors | 1% of 390,000 active | AID 588453; also: potency is read from the fitted curve at half-maximal effect; % is scaled to controls: 0 for no effect and ±100 for the full control effect; nearly all actives have a fitted effect of over 65% in size
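Rat TrxR1 (90 nM in the dispensed reagent) was pre-reduced with 400 uM NADPH for 5 min at room temperature, then incubated with compound for 15 min. After 400 uM selenite was added, NADPH fluorescence (Ex 340/Em 450 nm) was followed for 8 min.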
IDH1 R132H inh: inhibitors of human mutant IDH1 R132H | O75874 | IDH1-R132H enzyme, NADPH consumption, diaphorase/resazurin fluorescence | Potency, µM (highest dose often 76.6 µM), for inactives: at the top dose activity change, negative = inhibition, actives largely listed as inhibitors | 0.093% of 390,000 active | AID 602179; also: potency is read from the fitted curve at half-maximal effect; % is scaled to controls: 0 for no effect and ±100 for the full control effect; nearly all actives have a fitted effect of over 65% in size
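IDH1-R132H (0.5 ug/mL dispensed) in pH 7.5 Tris buffer was preincubated 30 min with compound, then given a substrate mix of 0.016 mM NADPH and 2 mM alpha-KG for 80 min at room temperature; remaining NADPH was read by diaphorase/resazurin fluorescence.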
Starred values were filed as active, the others as inactive; i = inactive; ? = inconclusive; . = no result given; & = joins results of further samples; [ ] = remark or other dose. Unless noted, calls follow the shape of the dose curve; as a rule, active = well fitted curve in the direction sought with a large enough effect; inconclusive = small, poorly fitted or top-dose-only effect, or another doubt; inactive = no such curve, though single readings can be large; an effect the other way counts as inactive or inconclusive.

Results follow in this order: USP1-UAF1 inh	PI4K2A inh	HP1b chromo inh	Pin1 inhibitor	PGK inhibitor	GLS inhibitor	TrxR1 substrate	rTrxR1 inhibitor	IDH1 R132H inh
> CC(C(=O)O/N=C(\N)c1ccccn1)c1ccc([N+](=O)[O-])cc1 (centres undefined)
  -17%	1	27%	-1%	-7%	-2%	5%	12%	8%
> Cc1nc2cc(C)c(C)cc2o1
  ?	-3	6%	-9%	2%	2%	9%	19%	-8%
> C=CCn1c(SCC(=O)NC(=O)NC)nnc1C1CCCCC1
  -18%	1	24%	0%	2%	9%	3%[57.1 µM]	10%[57.1 µM]	1%
> O=C(Nc1cnc2ccccc2c1)c1cccnc1
  -24%	5	56%[activator]	-1%	-5%	-2%	9%	20%	11%
> COc1ccccc1CCNC(=O)C(=O)NCC(c1ccco1)S(=O)(=O)c1ccc(C)cc1 (centres undefined)
  -14%	-9	42%	11%	-8%	-8%	2%[57.1 µM]	-11%[57.1 µM]	8%
> CCOCCOC(=O)c1[nH]c2c(c1C)C(=O)CC(c1cc(OC)c(OC)c(OC)c1)C2 (centres undefined)
  -17%	1	?	0%	-11%	-1%	6%[57.1 µM]	8%[57.1 µM]	3%
> Cc1ccc(NS(=O)(=O)c2ccc(CCC(=O)NC3CC3)cc2)cc1
  0%	0	20%	5%	4%	6%	4%	12%	-3%
> Cc1nonc1CN(C)C(=O)c1ccc(OC2CCN(C(=O)c3cccnc3)CC2)cc1
  -8%	4	33%	0%	-4%	-6%	1%[57.1 µM]	9%[57.1 µM]	0%
> CC(C)CC(NC(=O)C1CCC(C)CC1)C(=O)Nc1ccccn1 (centres undefined)
  4%	1	24%	-2%	-4%	1%	-2%	-11%	-5%
> CCC(=O)Nc1cc(C(=O)OCC(=O)c2ccc(Cl)cc2Cl)ccc1C
  -11%	-1	38%	5%	i	0%	-5%	-5%	8%
> CC(=O)NC1=NN(C(C)=O)C(C)(c2cccnc2)S1 (centres undefined)
  -17%	0	0%	-13%	8%	1%	5%[57.1 µM]	10%[57.1 µM]	3%
> COc1ccccc1NC(CC(=O)c1ccccc1)C(=O)OCC(=O)c1ccc(F)cc1 (centres undefined)
  -25%	0	13%	12%	-1%	21%	-2%	35µM*	5%
> COc1ccc(C(=O)COC(=O)c2ccc(NC(C)=O)cc2)cc1[N+](=O)[O-]
  -10%	-2	1%	1%	i	-1%	-12%	2%[57.1 µM]	2%
> O=C(CCCn1c(=O)[nH]c2cc(Cl)ccc2c1=O)NC1CCCCCC1
  -10%	8	24%	-1%	-2%	4%	13%	25%	4%
> COc1ccc(S(=O)(=O)N2CCN(C(=O)C3CC3)CC2)cc1
  -25%	-10	32%	-5%	i	-1%	-17%[57.1 µM]	17%[57.1 µM]	5%
> O=C(Nc1nnc(SCC(=O)N2CCCc3ccccc32)s1)c1ccccc1
  -13%	-4	21%	3%	-9%	7%	7%[57.1 µM]	-34%	5%
> O=C(NC1C2CC3CC(C2)CC1C3)c1ccc(N2CCNCC2)c([N+](=O)[O-])c1 (centres undefined)
  -20%	-5	1%	-3%	i	-11%	6%[57.1 µM]	15%[57.1 µM]	-3%
> CC(C)Cn1c(CN(Cc2ccccc2)Cc2ccccc2)nc2c1c(=O)n(C)c(=O)n2C
  ?	-3	36%	?	0%	2%	0%[57.1 µM]	11%[57.1 µM]	-19%
> CCCn1c2ccccc2c2cnn(CC(=O)N3CCC(C(=O)OCC)CC3)c(=O)c21
  -14%	4	-12%	-1%	0%	-8%	6%	3%	-15%
> COc1ccc(CCN(C)Cc2nc(-c3cnccn3)no2)cc1OC
  -25%	0	61%[activator]	-12%	-8%	-7%	21%	23%	-12%
> COc1cc(/C=C2\N=C(c3ccccc3)OC2=O)ccc1OCc1c(C)no[n+]1[O-]
  -6%	2	-6%	1%	4%	13%	-4%	1%	-7%
> CC1=C(C(=O)NCc2cccc(F)c2)C2(CCCCC2)OC1=O
  -7%	-1	20%	2%	-1%	-14%	-4%	6%	5%
> Cc1cccc(-c2nsc(SCC(=O)NCC3CCCO3)n2)c1 (centres undefined)
  -1%	6	-10%	0%	15%	8%	-6%	1%[57.1 µM]	3%
> c1ccc(Cn2cc(CSc3ccccc3)nn2)cc1
  ?	-3	23%	1%	-1%	-2%	7%	17%	6%
> O=C(O)C(SC(C(=O)O)c1ccccc1)c1ccccc1 (centres undefined)
  -3%	-2	11%	-13%	i	12%	-1%	-2%	2%
> COc1ccc(Cn2cc(C(=O)c3ccc(F)cc3)c(=O)c3cc4c(cc32)OCCO4)cc1
  -2%	-7	13%	27%	8%	2%	-7%	22%	18%
> Cc1ccc(Nc2sc(C(=O)c3ccc(F)cc3)c(N)c2S(=O)(=O)c2ccc(C)cc2)cc1
  -9%	-14	20%[57 µM]	12%	-1%	-9%	7%[57.1 µM]	24%[57.1 µM]	0%
> CC(=O)Nc1ccc(NS(=O)(=O)c2ccc(-c3csc(C)n3)s2)cc1
  -18%	1	27%	0%	3%	-1%	1%	16%	-6%
> Cc1sc2ncnc(N3CCC(C(=O)Nc4ccc(Cl)c(Cl)c4)CC3)c2c1C
  -11%	0	40%[activator]	28%	-10%	-2%	-4%	11%	-9%
> COc1cc(CN2CC(=O)N(c3cc(Cl)ccc3C)C2=S)cc(OC)c1OC
  -20%	2	12%	?	.	26%	-1%	27%	-3%

rTrxR1 inhibitor, what is marked active above
Results follow in this order: USP1-UAF1 inh	PI4K2A inh	HP1b chromo inh	Pin1 inhibitor	PGK inhibitor	GLS inhibitor	TrxR1 substrate	rTrxR1 inhibitor	IDH1 R132H inh
> COc1ccccc1NC(CC(=O)c1ccccc1)C(=O)OCC(=O)c1ccc(F)cc1 (centres undefined)
  -25%	0	13%	12%	-1%	21%	-2%	35µM*	5%

Additional structures follow:
SMILES	USP1-UAF1 inh	PI4K2A inh	HP1b chromo inh	Pin1 inhibitor	PGK inhibitor	GLS inhibitor	TrxR1 substrate	rTrxR1 inhibitor	IDH1 R132H inh
O=C(CN1C(=O)/C(=C/c2ccccc2)Sc2ccccc21)NCCCN1CCOCC1	-13%	-4	50%[activator]	-1%	-4%	-2%	8%[57.1 µM]	18%[57.1 µM]	1%
COc1cccc2c1OC[C@@H](CO)[C@H]2N(C)C(=O)Nc1ccc(Cl)cc1	-19%	-3	30%[activator]	-3%	-8%	-4%	1%	10%	1%
Cn1cc([N+](=O)[O-])c(C(=O)Nc2sc3c(c2C#N)CCC3)n1	-6%	-2	31%	?	6%	0%	-5%	-6%	8%
COc1c(C)cc(S(=O)(=O)N2CCCC2)c(C)c1C	-3%	-1	25%	-10%	7%	-1%	-2%	0%	2%
O=C(Oc1coc(CSc2ncccn2)cc1=O)c1ccc(Br)o1	-13%	12	47%[activator]	-2%	-4%	-16%	18%[57.1 µM]	-11%[57.1 µM]	-4%
O=C(NCC1CC1)c1onc(CSc2ccncc2)c1C(=O)NCC1CC1	-15%	-3	15%	-6%	-10%	0%	21%[57.1 µM]	24%[57.1 µM]	15%
O=C(c1ccco1)N1CCN(C(=S)Nc2ccc(F)c(Cl)c2)CC1	-11%	6	54%[activator]	-2%	-10%	10%	5%	8%	7%
COC(=O)c1cc(NC(=O)CC2SCCNC2=O)cc(C(=O)OC)c1 (centres undefined)	-4%	-3	15%	-1%	-2%	0%	8%[57.1 µM]	12%[57.1 µM]	-1%
Cc1ccc(NC(=O)C2C3CCC(O3)C2C(=O)O)c(Br)c1 (centres undefined)	-11%	-1	28%	-1%	-9%	5%	5%	18%	10%
COc1cccc(-c2cc(C(=O)N3CCN(c4ccc(F)cc4)CC3)no2)c1	-11%&-3%	1&-3	11%&25%	?	2%	0%&0%	5%&3%	13%&2%	-12%&3%
CCN1CCN(C(c2cccs2)C(C)NC(=O)C(C)C)CC1 (centres undefined)	-14%	-1	32%	0%	-9%	-2%	-7%[57.1 µM]	2%[57.1 µM]	14%
NC(=O)C1CCN(C2CC(=O)N(Cc3cccs3)C2=O)CC1 (centres undefined)	-14%	1	48%[activator]	22%	0%	2%	-3%	0%	2%
O=C(N/N=C/c1cccc2ccccc12)c1cccc(F)c1	?	0	41%[activator]	?	7%	5%	-7%	6%	-2%
Cn1c(NC(=O)c2ccc3c(c2)OCO3)cc(=O)n(C)c1=O	5%	-5	26%	-2%	4%	1%	-10%	-1%	-6%

Not all compounds are listed; rates above refer to the full screens.
